Screens: PubChem BioAssay, several laboratories
PostGolgi yeast – growth inhibition of a yeast mutant, post-Golgi transport screen. post-Golgi transport phenotypic cell assay. actives 0.9% (n = 98,000). inhibition, % at 10 µM; in the data active = inhibition above about 30%;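 note: yeast cells grown in 1536-well plates; yeast grown about 18 h at 30C before absorbance read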
CYP2C19 activ – increases human CYP2C19 enzyme activity | AID 1025 | recombinant CYP2C19, luciferin-H EGE luminescence; stronger effect = higher value; 0 = fully inhibited enzyme, 1 = untreated enzyme | 96,000 tested, under 10 active | P33261 | activation factor at 5 µM;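 active = activation factor of at least 2 at 5 µM in the primary screen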;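 note: 0 = wells with 2.5 mM tranylcypromine and 1 = vehicle-only wells; values of inactives mirror those of a sister screen read the other way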
CYP2C9 inh – inhibitors of human CYP2C9. P11712. CYP2C9 Supersomes, luciferin-H conversion, luminescence. inhibition, % at 5 µM. actives 20% (n = 96,000);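 active = blocking of liver enzyme CYP2C9 beyond about 50% at 5 µM, limit read from the data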; note: values of inactives mirror those of a sister screen read the other way
CYP2C19 inh – human CYP2C19 inhibition. P33261. CYP2C19 Supersomes, luciferin-H EGE luminescence, 30 min. inhibition, % at 5 µM. actives 21% (n = 96,000);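 active = CYP2C19 inhibition above a set limit at 5 µM in the primary screen, cut at about 50% in these data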;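 note: plate controls were negative control wells for no effect and 2.5 mM tranylcypromine positive control for full effect; values of inactives mirror those of a sister screen read the other way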
CYP2C9 act – activators of human CYP2C9; P11712; recombinant CYP2C9, luciferin-H conversion, luminescence; stronger effect = higher value; factor 1 = untreated enzyme, 0 = blocked; activation factor at 5 µM; actives 1.4% (n = 96,000);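 active = activation factor of 2 or more for CYP2C9 at a 5 µM dose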;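 note: 0 = sulfaphenazole-blocked wells and 1 = vehicle-only wells; values of inactives mirror those of a sister screen read the other way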
E coli WT exp – blocks growth of wild type E. coli BW25113; OD600 absorbance; growth inhibition, % at 100 µM; actives 0.15% (n = 98,000); AID 710;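 active = growth inhibition above about 50% at one test dose, limit read from the data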;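 note: growth measured after 20 h incubation at 37 °C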
EphB4 ephrin blk – EphB4-ephrin-B2 interaction antagonism; P54760; EphB4 LBD / TNYL-RAW-Alexa532 peptide, fluorescence polarization; inhibition, % at 7 µM; actives 0.15% (n = 97,000); AID 720;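 active = inhibition above the screen-wide mean inhibition plus 3 SD, cut at about 15% in these data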;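 note: 0% = DMSO wells and 100% = excess unlabeled TNYL-RAW peptide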
Target sequence (P54760 whole entry, looked up, the tested form may be a part): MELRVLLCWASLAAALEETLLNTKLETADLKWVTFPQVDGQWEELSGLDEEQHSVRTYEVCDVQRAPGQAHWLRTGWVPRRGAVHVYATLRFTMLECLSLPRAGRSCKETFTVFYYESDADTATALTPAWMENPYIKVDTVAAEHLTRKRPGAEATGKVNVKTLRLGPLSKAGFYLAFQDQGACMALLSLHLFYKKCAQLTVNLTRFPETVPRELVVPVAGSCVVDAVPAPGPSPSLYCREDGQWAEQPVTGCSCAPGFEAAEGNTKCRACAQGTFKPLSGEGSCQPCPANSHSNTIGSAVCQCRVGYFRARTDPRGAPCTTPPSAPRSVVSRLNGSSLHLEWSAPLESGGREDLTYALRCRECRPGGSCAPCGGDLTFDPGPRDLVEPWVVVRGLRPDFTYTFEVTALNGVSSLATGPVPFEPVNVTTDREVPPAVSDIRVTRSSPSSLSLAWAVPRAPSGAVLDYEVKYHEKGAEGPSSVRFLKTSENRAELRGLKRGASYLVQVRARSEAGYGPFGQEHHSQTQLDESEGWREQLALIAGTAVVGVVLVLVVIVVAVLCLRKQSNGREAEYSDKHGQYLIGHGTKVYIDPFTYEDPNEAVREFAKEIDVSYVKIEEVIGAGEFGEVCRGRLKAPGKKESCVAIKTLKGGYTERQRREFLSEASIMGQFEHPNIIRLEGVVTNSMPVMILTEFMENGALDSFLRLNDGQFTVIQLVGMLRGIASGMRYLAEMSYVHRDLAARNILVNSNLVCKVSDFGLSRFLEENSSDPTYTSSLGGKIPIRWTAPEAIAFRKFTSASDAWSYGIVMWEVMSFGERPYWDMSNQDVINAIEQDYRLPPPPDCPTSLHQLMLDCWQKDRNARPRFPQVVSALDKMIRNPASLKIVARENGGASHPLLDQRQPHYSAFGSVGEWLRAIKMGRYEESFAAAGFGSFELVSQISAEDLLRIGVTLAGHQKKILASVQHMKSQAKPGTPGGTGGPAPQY
PLAP activator – activators of human placental alkaline phosphatase | P05187 | purified PLAP enzyme, luminescent substrate read-out; stronger effect = higher value | activation fold at 20 µM | actives 1.2% (n = 96,000); in the data active = activation fold above about 2
PTK2B oligo ant – Pyk2 (human) oligomerization antagonism. Q14289. Q293 cells, Pyk2 FERM NanoBiT luminescence; stronger effect = lower value. z-score (the deposit names both 25 µM and 10 µM). actives 0.83% (n = 99,000). AID 1347419;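 active = Z-score of -3 or lower, scaled per plate to the spread of control and sample wells; inactive = z-score above -3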;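 note: negative z-score means lost luminescence so less FERM oligomerization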
Starred values were filed as active, the others as inactive; . = no result given.

SMILES	PostGolgi yeast	CYP2C19 activ	CYP2C9 inh	CYP2C19 inh	CYP2C9 act	E coli WT exp	EphB4 ephrin blk	PLAP activator	PTK2B oligo ant
CCOC(=O)C(CCCOc1ccc(C)cc1)C(=O)OCC	8	0.7	29	35	0.7	6	-4	1	0.53
C=CCSc1nc2c(cc1C#N)CCC2	9	0.6	9	40	0.9	7	0	0.9	1.2
COc1ccc(S(=O)(=O)N2CCN(C(=O)NCc3ccccc3)CC2)cc1	-9	1	-6	-3	1.1	8	0	1	0.08
Cc1ccc(S(=O)(=O)N2CCN(C(=O)CN3CCCC3)C2)cc1	13	0.9	6	9	0.9	-4	4	1.3	-0.22
Cc1cc(/C=N/n2cnnc2)c(C)n1-c1ccc(OCc2ccccc2F)cc1	7	0.7	19	29	0.8	-6	0	1.1	-0.1
Cc1ccccc1OC1C(=O)N(Cc2ccc3c(c2)OCO3)C1c1sccc1C (stereo not drawn)	-1	0.3	82*	74*	0.2	-13	-3	0.9	-1.9
O=C(c1cc2n(n1)C(C(F)(F)F)CC(c1ccco1)N2)N1CCc2ccccc2C1 (stereo not drawn)	1	0.9	40	12	0.6	0	0	1.2	-0.77
CNC(=O)c1csc(-c2ccncc2)n1	-4	0.8	11	19	0.9	10	-2	0.9	0.44
O=C(O)c1ccc(-n2nnnc2SCc2ccccc2)cc1	2	1.2	35	-24	0.7	-8	4	1.4	0.12
Cc1cc(C)cc(SCc2noc(C(=O)NCC3CCCO3)c2C(=O)O)c1 (stereo not drawn)	-2	0.8	42	19	0.6	-5	-2	1.3	.
CCSC1=C(C#N)C(c2ccc(OC)c(OC)c2)CC(=O)N1 (stereo not drawn)	-1	0.4	27	63*	0.7	-4	3	0.9	1
COC(=O)CSc1nnnn1-c1ccccc1	-8	0.4	2	56*	1	1	8	1	-0.02
CSc1c(CC(=O)Nc2ccccc2Cl)n(Cc2ccccc2)c2ccccc12	20	0.9	8	14	0.9	-3	-4	1.1	-1.1
Cc1cc(C)nc(Nc2n[nH]c(COc3ccc4ccccc4c3)n2)n1	-5	1	10	1	0.9	0	1	1	2.8
CC(=O)OCCCN1c2ccccc2Nc2nnc(-c3ccccc3)cc21	-6	0.4	.	61*	.	0	1	1.2	-2.8
Cc1ccc(-c2ccc(=O)n(CCC(=O)NCCN3CCCCC3C)n2)cc1 (stereo not drawn)	21	1	-3	-3	1	8	1	1.2	0.42
CCc1ccc(NC(=O)CSC2=C(C#N)C(c3ccco3)C3=C(CCCC3=O)N2)cc1 (stereo not drawn)	0	0.7	19	33	0.8	-2	2	0.9	-1.8
Cc1ccc(S(=O)(=O)N2CCCC(C(=O)Nc3cccnc3)C2)cc1 (stereo not drawn)	-6	0.9	10	9	0.9	8	-8	0.9	0.76
CCCCN(CCCC)Cc1cc2ccccc2c2c1COC2	0	1	29	4	0.7	-1	0	1	-0.36
CCCCCCOc1ccc(-c2ccc(C#N)cn2)cc1	-4	0.7	39	33	0.6	-5	10	0.7	2
Cc1csc(NC(=O)CSc2nc3ccccc3c(=O)[nH]2)n1	4	0.9	55*	8	0.4	-5	8	0.9	0.76
CCOC(=O)c1cnc2ccc(Cl)cc2c1N1CCN(C)CC1	-4	0.8	15	21	0.9	10	-5	1.5	-0.98
CCOC(=O)c1c(C)n(C)c2ccc(OCCN(C)C)cc12	3	1	18	4	0.8	-2	0	1.8	1.3
O=C(/C=C/c1cccc(Cl)c1)NCc1cccs1	-1	0.9	17	13	0.8	13	2	0.9	0.25
CCOC(=O)N1CCC(NC(=O)C2CCCN(Cc3nc(-c4cccc(Cl)c4)oc3C)C2)CC1 (stereo not drawn)	-3	0.3	54*	67*	0.5	1	2	1.5	.
Cn1cc(C(=O)NCN2CCCCC2)c2ccccc21	-7	1	-9	3	1.1	4	-1	1	-0.76
CN1C(=O)C(O)(C2OC(C)(C)CCC2=O)c2ccccc21 (stereo not drawn)	9	0.9	16	15	0.8	10	-1	0.9	1.5
Cc1cccn2c(=O)c(/C=C(\C#N)S(=O)(=O)c3ccccc3)c(N3CCN(C)CC3)nc12	0	1.1	75*	-10	0.2	-5	-7	1.3	-0.99
O=C(O)CC1NC(=O)N(c2ccc(Cl)cc2)C1=O (stereo not drawn)	0	1.1	-22	-10	1.2	3	-5	1	1.1
CC(C)c1ccc(NC(=O)CSc2nc3c(c(=O)[nH]2)CCC3)cc1	-2	0.9	60*	14	0.4	-16	.	1.3	.
O=C(Nc1ccc(Br)cc1)c1ccc(CSC2=NCCS2)cc1	2	0.8	35	19	0.6	-10	-4	1	0.7
O=C(CN1CCOCC1)NCCNC(=O)CN1CCOCC1	21	1.1	-16	-13	1.2	-3	3	0.9	-0.5
c1ccc2c(CN3CCOCC3)c3ccccc3c(CN3CCOCC3)c2c1	9	0.9	14	9	0.9	-8	-1	1.2	0.48
COc1cc(C(=O)Nc2ccc3c(c2)OCCO3)ccc1-n1cnnn1	0	0.6	-9	45	1.1	-2	-8	1	0.84
COc1ccccc1NC(=O)CCc1nc(-c2cccs2)no1	3	0.2	24	85*	0.8	8	-1	0.8	1.2
COc1ccc(/C=N/NC(=O)CC(=O)NCc2cccnc2)cc1	12	1.1	19	-8	0.8	10	-9	1	-0.63

Next part; the last five above are carried over.
SMILES	PostGolgi yeast	CYP2C19 activ	CYP2C9 inh	CYP2C19 inh	CYP2C9 act	E coli WT exp	EphB4 ephrin blk	PLAP activator	PTK2B oligo ant
O=C(CN1CCOCC1)NCCNC(=O)CN1CCOCC1	21	1.1	-16	-13	1.2	-3	3	0.9	-0.5
c1ccc2c(CN3CCOCC3)c3ccccc3c(CN3CCOCC3)c2c1	9	0.9	14	9	0.9	-8	-1	1.2	0.48
COc1cc(C(=O)Nc2ccc3c(c2)OCCO3)ccc1-n1cnnn1	0	0.6	-9	45	1.1	-2	-8	1	0.84
COc1ccccc1NC(=O)CCc1nc(-c2cccs2)no1	3	0.2	24	85*	0.8	8	-1	0.8	1.2
COc1ccc(/C=N/NC(=O)CC(=O)NCc2cccnc2)cc1	12	1.1	19	-8	0.8	10	-9	1	-0.63
COc1ccc2[nH]c(=O)c(CN(C(=O)c3ccncc3)C(C)C)cc2c1	-4	0.7	50*	29	0.5	4	0	0.9	-0.29
CCOC(=O)CC1C(=O)NCCN1S(=O)(=O)c1cc(Cl)c(Cl)cc1Cl (stereo not drawn)	3	0.4	-21	62*	1.2	-3	-2	1.1	-0.12
COc1ccc(-c2cn3cccnc3n2)cc1NC(=O)C1CCCC1	-2	1	3	-1	1	-5	-7	0.9	-0.31
COc1ccccc1Nc1nnc(SCC(=O)N2CCCC2=O)s1	-4	0.4	-167	57*	2.7*	0	-5	1.3	-0.72
COc1ccc(C(CNC(=O)c2cc(C)oc2C)N2CCOCC2)cc1 (stereo not drawn)	8	0.4	8	60*	0.9	-8	-1	1.4	1.4
O=C(CCN1CCc2ccccc2C1)Nc1ccc(F)cc1	4	0.4	20	61*	0.8	15	0	0.9	-0.03
CC(C)(C)n1nc2c(c1NC(=O)Cc1cccs1)CSC2	-3	0.6	76*	38	0.2	10	-4	1.5	.
Cc1nc(N2CCOCC2)c(C#N)c2c1COC(C)(C)C2	0	.	.	.	.	-5	1	.	0.9
Cc1ccn2c(NCc3ccc4c(c3)OCO4)c(-c3ccc(O)cc3)nc2c1	0	0.8	17	18	0.8	-6	-7	0.9	-1
Cc1ccc(P(C)(=O)c2ccc(C)cc2)cc1	2	0.6	49	38	0.5	5	1	0.9	-0.6
Cc1ccc(S(=O)(=O)CCC(=O)N2CCc3ccccc32)cc1	-11	1	-116	1	2.2*	-4	-2	0.9	0.43
CC(=O)N1CCCc2cc(S(=O)(=O)CCC(=O)N3CCN(c4cccc(C)c4)C(C)C3)ccc21 (stereo not drawn)	0	0.4	19	58*	0.8	1	-1	1.7	.
CCN(CC)Cc1cc(CC(C(N)=O)C(N)=O)ccc1OC	2	1	-1	3	1	3	1	1.1	-0.31
COc1c(O)cccc1-c1nnn(CCC(=O)OCC(=O)c2ccccc2)n1	0	0.8	29	20	0.7	5	6	0.9	-0.19
CC(NC(=O)CSc1nc2c(cc1C#N)CN(C)CC2)c1ccccc1 (stereo not drawn)	60*	0.2	74*	80*	0.3	1	-4	1.6	1.1
COc1ccccc1N1CCN(C(=O)c2ccc(S(=O)(=O)N3CCCC3)cc2)CC1	0	0.8	34	15	0.7	-7	0	1.2	0.71
COc1cc(C)c(Cl)cc1S(=O)(=O)n1cnc(C)c1	15	0	-105	97*	2*	9	-2	1.7	0.56
O=C(CSc1nc2ccccc2c(=O)n1-c1ccc(F)cc1)NCc1ccco1	-2	0.6	19	35	0.8	3	-2	0.9	0.86
COc1cc(C(=O)Oc2cccc(Nc3ncnc4ccccc34)c2)cc(OC)c1OC	10	0.5	63*	45	0.4	-1	6	1.3	0.27
CC(=O)c1c(C)nc2nonc2c1N	-28	1	-9	-5	1.1	7	4	0.9	0.37
COc1ccc(CCNC(=O)C2CCN(S(C)(=O)=O)CC2)cc1OC	0	1	-12	4	1.1	1	-2	1.1	-0.19
CS(=O)(=O)N(CC(=O)Nc1ccc(Cl)c(Cl)c1)C1CCCCC1	-6	0.4	59*	61*	0.4	5	1	0.8	-1.7
COc1ccc(C2(O)CCN(C(=O)NC3CCCCC3)CC2)cc1	5	1.1	-1	-9	1	1	-4	1	0.69
CC(C)c1nnc(NC(=O)CCS(=O)(=O)c2nc(-c3cccs3)cc(C(F)(F)F)n2)s1	1	0.9	42	8	0.6	7	2	1.1	-2.2
C=CCNc1ncnc2c1cnn2-c1ccc(OC)cc1	11	0.8	13	18	0.9	4	1	0.9	-0.76
O=C(Cn1cc(C(=O)c2cccs2)c2ccccc21)NC1CCCCC1	0	0.5	72*	55*	0.3	-9	-1	0.7	-1.4
CCC1(CC)NC(=O)N(CC(=O)Nc2sc3c(c2C(N)=O)CCC3)C1=O	2	0.6	74*	39	0.3	-12	-3	1.5	0.23
Cn1c(SCc2nnc(-c3ccccc3Br)o2)nc2sc3c(c2c1=O)CCC3	-9	0.2	94*	77*	0.1	-14	.	1.5	-1.1
Cc1cc(NS(=O)(=O)c2ccc(NC(=O)NC(C)(C(F)(F)F)C(F)(F)F)cc2)no1	1	1	-29	-4	1.3	6	-5	1	0.77
CCOC(=O)C(CC)n1cnc2c(oc3ccccc32)c1=O (stereo not drawn)	1	0.9	20	14	0.8	-1	3	1	0.21
CCC1S/C(=C(\C#N)C(N)=O)N(c2ccc(F)cc2)C1=O (stereo not drawn)	24	0.7	8	35	0.9	-3	-4	1.3	0.61
Cc1ccc(C)c(-c2nc3ccc(N)cc3[nH]2)c1	1	0.5	17	47	0.8	6	-3	0.9	-0.18
NC(=O)c1ccsc1NC(=O)c1ccc(S(=O)(=O)N2CCCCC2)cc1	-4	0.6	60*	38	0.4	-8	2	0.8	.
CCOc1cc(S(=O)(=O)NCCc2cccc(C)c2)c(OCC)cc1-n1cnnn1	4	0.6	80*	36	0.2	-9	0	1.4	0.82
COC(=O)c1sc2ccccc2c1-n1cccc1C(=O)C(=O)Nc1ccc(C)cc1	-2	0.6	100*	38	0	-31	4	1.2	0.55
CCCOc1ccc(C(=O)NNC(=S)NC(=O)c2cc(-c3ccccc3)nc3ccccc23)cc1	-13	0.8	47	17	0.5	-14	6	1.2	-0.67
CCOc1ccc2oc(-c3ccccc3)c(C(=O)O)c2c1	-2	1.1	-12	-10	1.1	4	9	0.8	-1.1
COc1ccc(CCC2(C)NC(=O)NC2=O)cc1 (stereo not drawn)	-1	0.7	3	29	1	5	.	1	0.39
CCC(=O)Nc1ccc(Cl)c(NC(=O)c2ccc(Br)o2)c1	-4	0.7	43	32	0.6	2	-1	1.5	0.83
